Bioassay records (PubChem)
T cell HTS: modulates CD8 T cell binding to vesicles; 2C CD8+ T cell-vesicle binding, flow cytometry; active compounds read low; calls only at 7 µM; actives 0.068% (n = 330,000); AID 2052;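 active = response, share of CD8 T cells binding vesicles, and their 90th percentile fluorescence all below set limits, cut at about 80% in these data, passing the limit was not always enough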
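Material: 2C TCR transgenic mouse naive CD8+ T cells, MACS-purified. Also added: QL9-charged Drosophila Ld/ICAM-1/B7-1 vesicles. Timing: binding 1.5 h at 37 °C. Measured by: high-throughput flow cytometry with anti-B7-1 and anti-CD8 staining. Read-out: percent CD8+ FL2 mean versus row control. Controls: Unloaded micro-vesicles (low), QL9 vesicles with 0.7% DMSO (high).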
TNAP activators: human TNAP enzyme activators, primary screen, biochemical, luminescent, no phosphate acceptor, uHTS (AID 1001) | purified TNAP, luminescent activation assay, no phosphate acceptor; higher activation fold means a stronger effect | one-dose activation fold at 20 µM; EC50 in µM for titrated hits | actives 0.03% (n = 200,000); in the data active = activation fold from about 3, or a potency from the dose series; inactive = the rest, 99 in 100 with activation fold below about 1.6; note: many of its hits are not listed in these tables
human PMI inhibition: MPI enzyme activity inhibition – biochemical, fluorescence intensity, coupled assay, primary screen (AID 1209); purified PMI enzyme, coupled fluorescence intensity; higher % means a stronger effect; inhibition, % at 20 µM, or IC50 in µM where a hit was titrated; actives 0.42% (n = 190,000);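 note: plate controls were DMSO vehicle for no effect and wells lacking substrate for full effect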
Hep lipid drop: modulators of hepatic lipid droplet formation; AML12 mouse hepatocytes, oleate lipid droplets, BODIPY imaging; inhibition, % at 6.5 µM; actives 0.4% (n = 240,000); AID 1656;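 active = lipid droplet intensity inhibited by at least 50%, with more than 500 cells counted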
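Assay system: AML12 mouse liver cells | Compound: 6.5 µM single-point dosing | Schedule: Overnight exposure | Technique: Fluorescence imaging, 20x objective, two fields per well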
b-catenin transl: modulators of beta-catenin nuclear translocation; HeLa beta-catenin nuclear translocation, immunofluorescence imaging; nuclear translocation activity, % at 5 µM; actives 0.3% (n = 190,000);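 active = nuclear translocation activity above 50% at 5 µM, with a well cell count of 50 or more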;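 note: per-cell ratio of nuclear to cytoplasmic median beta-catenin stain intensity; plate controls were DMSO negative control for no effect and GSK-3 inhibitor IX positive control for full effect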
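Read-out: Nuclear/cytoplasmic beta-catenin signal ratio, % activation | Assay system: Human HeLa cell line | Times: 24 h compound exposure at 37°C, 5% CO2 | Signal: Fluorescence imaging of beta-catenin antibody stain plus DAPI | Dosing: 5 µM primary, 0.02–20 µM confirmation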
Autophagy HCS: autophagy modulation, high-content screen. calls only at 10 µM (by protocol). MEF GFP-LC3 puncta imaging; test concentration mostly 10 µM. actives 0.98% (n = 190,000). AID 463193;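 active = percentage of spot-positive cells more than 3 SD above its plate mean, without a fluorescence outlier flag or 80% toxicity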;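 note: spot-positive cell cutoff set from DMSO-treated cells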
MT stabilizer: stabilizes microtubules in HeLa cells. HeLa tubulin immunostaining HCS, 24 h; share of cells brighter than vehicle mean+2SD. % tubulin-high responders, % at 10 µM. actives 0.83% (n = 200,000). AID 2205;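 active = plate Z-score above 3 for both tubulin-high and condensed-nucleus cell shares, with cell loss under 80%, at 10 µM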;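 note: anti alpha tubulin signal scored within the nucleus-defined area of each cell; some results filed as inactive read as strong as hits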
Ins promoter up: MIN6 insulin promoter up-regulation; MIN6 insulin promoter-GFP reporter, high-content imaging; active compounds read high; z-score at 5 µM; actives 0.3% (n = 190,000);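 active = z-score above 3 at 5 µM with at least 500 cells counted in the well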
human PMI inhibitors: MPI inhibition at elevated mannose 6-phosphate – biochemical, fluorescence intensity, high mannose 6-phosphate, primary screen (AID 1220); inhibition, % at 20 µM, or IC50 in µM where a hit was titrated; actives 0.66% (n = 190,000); recombinant PMI enzyme, coupled fluorescence intensity; higher % means a stronger effect
Ins promoter up cell count: further read-out of Ins promoter up, marked with its call; cell count; measured here: cytotoxicity, nuclei count;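 total cells summed across four imaged fields per well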
Hep lipid drop cells 6.5 µM: further read-out of Hep lipid drop, marked with its call; cell count; measured here: cell count, cytotoxicity flag;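 cells counted across two imaged fields per well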
b-catenin transl cell count 5 µM: recorded beside b-catenin transl, whose call it bears; cell count; measured here: cell count, cytotoxicity flag
T cell HTS vesicle-bound %: second read-out of T cell HTS, no call of its own (marks repeat the call); double positive events, %; measured here: CD8+ vesicle-bound cell fraction;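 binding gate set so that unloaded-vesicle control wells show 10% double positive cells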
MT stabilizer Hoechst-high %: recorded beside MT stabilizer, whose call it bears; % Hoechst-high responders; measured here: nuclear condensation Hoechst responders;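 share of cells brighter than vehicle mean plus two SD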
MT stabilizer cytotoxicity %: second read-out of MT stabilizer, no call of its own (marks repeat the call); toxicity, %; measured here: cytotoxicity by cell density;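 0% = mean cell density of plate MIN control wells and 100% = no cells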
Autophagy HCS cell loss 18 h: recorded beside Autophagy HCS, whose call it bears; toxicity, %; measured here: cell loss, nuclei count;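 cell loss after 18 h compound exposure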
Active calls of the source: *; i = inactive; · = not tested or not shown. Cut-off read from the data, not from the text of the source, unless noted: active = inhibition above about 50%; inactive = the rest.

SMILES | T cell HTS | T cell HTS vesicle-bound % | TNAP activators | human PMI inhibition | Hep lipid drop | Hep lipid drop cells 6.5 µM | b-catenin transl | b-catenin transl cell count 5 µM | Autophagy HCS | Autophagy HCS cell loss 18 h | MT stabilizer | MT stabilizer Hoechst-high % | MT stabilizer cytotoxicity % | Ins promoter up | Ins promoter up cell count | human PMI inhibitors
COc1ccc(N(C=O)C(=S)SC)cc1 | i | 30 | · | · | -2 | 667 | -0.5 | 1307 | · | · | · | · | · | -0.68 | 1098 | ·
O=C(Nc1nc(-c2ccc(F)c(F)c2)cs1)c1cnccn1 | i | 36 | · | · | -29 | 729 | 1.9 | 1303 | · | · | · | · | · | -0.23 | 1082 | ·
CC(=O)NC(=S)NNC(=O)COc1ccc(Br)cc1 | · | · | 1.8 | 49% | 9 | 683 | -1.0 | 1084 | i | 18 | 1.6 | 1.1 | 12 | -0.35 | 1219 | 33%
COc1ccc(OC)c(/C=N/NC(=O)CC(=O)NCc2ccccc2)c1 | i | 14 | 1.1 | 7% | -63 | 574 | 0.2 | 1087 | i | 3 | 1.5 | 1.4 | 1.5 | -0.53 | 1488 | -5%
CCOC(=O)C1(CC2CCCCO2)CCN(Cc2cc(F)ccc2-n2cccn2)CC1 (stereo not given) | i | 48 | 1.1 | · | -5 | 713 | 0.7 | 1611 | i | 3 | 1.8 | 3.3 | 7.5 | -0.13 | 1559 | ·
CCOc1ccc(OCc2ccc(C(=O)Nc3cccnc3)o2)cc1 | i | 45 | 1.1 | 8% | · | · | 2.8 | 1384 | i | 8 | 3.2 | 2.0 | 3.2 | -0.09 | 1236 | 8%
O=C(c1ccc2c(=O)n(C3CCCC3)c(=S)[nH]c2c1)N1CCCCCC1 | i | 36 | 1.1 | 0% | 11 | 761 | 0.3 | 1103 | i | -9 | 3.7 | 2.4 | 7.8 | -1.4 | 1173 | 7%
O=c1oc2ccc3ccccc3c2c2c1SC(C(F)(F)F)C2 (stereo not given) | i | 43 | 1.1 | 1% | -1 | 795 | -1.4 | 1200 | i | 7 | 1.9 | 1.2 | 7.6 | -0.62 | 940 | -1%
Cc1noc(C)c1COC(=O)CCN1c2ccccc2Sc2ccccc21 | i | 18 | 1.1 | 2% | · | · | -0.6 | 941 | i | -11 | 1.8 | 1.7 | 11 | -0.3 | 1066 | 5%
CC(C)C(=O)N1CCN(c2ccccc2NC(=O)COc2ccccc2)CC1 | i | 50 | 1 | 6% | -16 | 570 | 2.5 | 1027 | i | 20 | 4.0 | 1.3 | 7.0 | -0.66 | 1479 | -1%
Cc1ccc2nc(-c3ccc(NS(=O)(=O)c4ccc(F)c(F)c4)cc3)sc2c1 | i | 38 | 1.1 | 29% | -19 | 489 | 1.5 | 927 | i | -15 | 2.5 | 3.3 | 7.0 | · | · | 15%
CCN(CC)S(=O)(=O)c1cccc(NC(=O)COC(=O)c2cc(=O)c3ccccc3o2)c1 | i | 47 | 1.2 | 0% | 14 | 682 | -0.4 | 1065 | i | 19 | 1.7 | 1.5 | 9.1 | · | · | 10%
Cc1ccc(C)c(C(=O)COC(=O)c2ccc(Br)o2)c1 | i | 60 | 1.1 | 8% | -2 | 799 | -2.3 | 1196 | i | -6 | 1.8 | 0.8 | 6.3 | -0.56 | 921 | -1%
CC1CCC(C(C)C)C(OC(=O)COC(=O)c2ccc(N)cc2)C1 (stereo not given) | i | 61 | 1.1 | 18% | 12 | 582 | 0.8 | 1163 | i | 6 | 1.8 | 2.6 | 11 | -0.46 | 1385 | 16%
O=[N+]([O-])c1ccc(O)c(-c2nc(-c3ccccc3)c(-c3cccs3)[nH]2)c1 | i | 28 | 1 | 12% | · | · | 1.7 | 1031 | i | 7 | 4.7 | 0.4 | 14 | -1 | 1268 | 13%
CCCCOc1ccccc1C1C(C(=O)OC)=C(C)N(C)C(C)=C1C(=O)OC | i | 31 | 1 | 1% | 5 | 745 | -1.7 | 1179 | i | 23 | 5.7 | 3.1 | 7.2 | · | · | -1%
NNC(=O)CCC(=O)Nc1ccccc1 | i | 7 | 1 | -2% | 10 | 681 | 0.1 | 1130 | i | 24 | 0.1 | 4.5 | 9.7 | 0.67 | 1085 | 8%
CC(C)CC[n+]1ccn(-c2nc3ccccc3nc2[N-]S(=O)(=O)c2ccc(Cl)cc2)c1 | i | 1 | · | · | -6 | 682 | -0.7 | 1274 | · | · | · | · | · | -0.14 | 1191 | ·
CCOC(=O)c1ccc(NS(=O)(=O)c2c(C)n(C)c(=O)n(C)c2=O)cc1 | i | 25 | 1.1 | -3% | 2 | 749 | -1.2 | 1100 | i | 9 | 3.7 | 2.2 | 5.8 | 0.26 | 1210 | -6%
O=C(Cn1nnc(-c2cccs2)n1)Nc1ccccc1C(F)(F)F | i | 33 | 1.2 | 7% | -26 | 675 | -1.0 | 1067 | i | 15 | 1.7 | 1.8 | 8.9 | 0.1 | 1087 | 13%
COc1cc(/C=N/Nc2ccccc2C(F)(F)F)ccc1O | i | 22 | 1.1 | -24% | -62 | 667 | -2.1 | 1014 | i | 1 | 3.5 | 1.6 | 7.8 | -0.17 | 1355 | -42%
COc1cc2c(cc1NC(=O)CC1SC(N3CCCC3)=NC1=O)oc1ccccc12 (stereo not given) | i | 10 | 1.1 | 4% | · | · | 3.3 | 785 | i | 4 | 2.7 | 1.8 | 11 | 0.02 | 1153 | 13%
Cc1ccc(N2C(=O)CC3(CC4C=CC3C4)C2=O)cc1 (stereo not given) | i | 13 | 1.1 | -3% | 11 | 775 | -6.1 | 1260 | i | 2 | 6.4 | 2.7 | 6.0 | · | · | -3%
Cc1cc(SCC(=O)c2cc3ccccc3o2)nc2ccccc12 | i | 34 | 1 | -14% | · | · | 1.2 | 1342 | i | 1 | 2.5 | 1.7 | 1.4 | 1.3 | 1475 | -61%
O=C(COc1cc(Cl)c(Cl)cc1Cl)Nn1cnnc1 | i | 15 | 1.1 | 5% | 10 | 766 | · | · | i | 3 | 2.6 | 2.7 | 25 | -0.17 | 1380 | 6%
O=C(Nn1cnc2ccccc2c1=O)C1CCCCC1 | i | 61 | 0.9 | -2% | · | · | -3.2 | 813 | i | -8 | 2.1 | 0.9 | 3.5 | -0.21 | 1293 | -2%
COC(=O)c1ccc(N/C=C/C(=O)c2ccc(OC)c(OC)c2)cc1 | i | 33 | 1 | -22% | · | · | -3.7 | 856 | i | 0 | 3.3 | 2.6 | 7.0 | 0.12 | 1068 | -30%
CCOc1ccc(CCNC(=O)CCn2cccc2)cc1OCC | i | 47 | 1.1 | 0% | · | · | -1.1 | 935 | i | 14 | 3.2 | 2.9 | 7.5 | -0.94 | 1255 | 2%
Cc1[nH]c2ccccc2c1/C=N/NC(=O)CCC(=O)NCc1ccccc1 | i | 59 | 1 | 10% | -24 | 637 | 0.4 | 993 | i | -4 | 3.0 | 1.8 | 5.3 | 0.78 | 1514 | 18%
COc1ccc(CCNC(=O)CSc2nnnn2C)cc1OC | i | 1 | 1 | 10% | 22 | 702 | -0.5 | 1058 | i | 18 | 2.4 | 0.9 | 3.0 | 0.57 | 1511 | 4%
C=CCN1C(=O)C(CC(=O)Nc2ccc(OCCC)cc2)N(CCCN2CCN(Cc3ccccc3)CC2)C1=S (stereo not given) | i | 30 | 1.1 | 8% | -20 | 678 | · | · | i | 5 | 3.7 | 1.8 | 2.7 | -1.4 | 992 | 12%
O=C1OC2CCC1(c1ccccc1)C2 (stereo not given) | i | 37 | 1.2 | -8% | -2 | 720 | 3.7 | 968 | i | -12 | 2.5 | 1.6 | 2.7 | -0.1 | 1057 | -2%
Cn1c(Cn2c(=O)sc3ccccc32)nnc1SCc1ccccc1F | i | 52 | 1.1 | 5% | · | · | · | · | i | -3 | 3.0 | 2.6 | 9.7 | 0.14 | 1016 | 5%
c1ccc(-c2nc(N3CCCCCC3)nc(-n3ccnc3)n2)cc1 | i | 40 | 1 | 10% | · | · | 1.0 | 1408 | i | 7 | 2.9 | 1.6 | 6.3 | 1.2 | 1487 | 5%
CCCC1COC(Cn2cncn2)(c2ccc(C)cc2)O1 (stereo not given) | i | 24 | 1.1 | 6% | · | · | -3.7 | 935 | i | -11 | 4.5 | 2.7 | 12 | -0.9 | 1265 | 5%

In the list so far, 3 contain an NH in an aromatic ring.
SMILES | T cell HTS | T cell HTS vesicle-bound % | TNAP activators | human PMI inhibition | Hep lipid drop | Hep lipid drop cells 6.5 µM | b-catenin transl | b-catenin transl cell count 5 µM | Autophagy HCS | Autophagy HCS cell loss 18 h | MT stabilizer | MT stabilizer Hoechst-high % | MT stabilizer cytotoxicity % | Ins promoter up | Ins promoter up cell count | human PMI inhibitors
O=C(c1ccc2c(=O)n(C3CCCC3)c(=S)[nH]c2c1)N1CCCCCC1 | i | 36 | 1.1 | 0% | 11 | 761 | 0.3 | 1103 | i | -9 | 3.7 | 2.4 | 7.8 | -1.4 | 1173 | 7%
O=[N+]([O-])c1ccc(O)c(-c2nc(-c3ccccc3)c(-c3cccs3)[nH]2)c1 | i | 28 | 1 | 12% | · | · | 1.7 | 1031 | i | 7 | 4.7 | 0.4 | 14 | -1 | 1268 | 13%
Cc1[nH]c2ccccc2c1/C=N/NC(=O)CCC(=O)NCc1ccccc1 | i | 59 | 1 | 10% | -24 | 637 | 0.4 | 993 | i | -4 | 3.0 | 1.8 | 5.3 | 0.78 | 1514 | 18%
